RECQ1 helicase = RECQ1 (human) helicase inhibition. RECQ1 DNA unwinding, red fluorescence kinetic read. actives 0.54% (n = 240,000). AID 2549. Potency, µM (doses to about 57.3 µM), inactives show top-dose activity, negative = inhibition, hits mostly inhibitors;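 further: plate controls were vehicle for no effect and no enzyme for full effect; nearly all actives have a fitted effect of over 30% in size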
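RECQ1T1 50 nM; forked duplex (20 bp + 30-nt ss tails) 200 nM, ATP 2 mM final; pH 8.0, 2 mM MgCl2, 2.5 ug/ml poly(dI-dC); 15 min compound preincubation; discontinuous kinetic read over 2 h at RT.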
TexasRed fluor = alters Texas Red total fluorescence, flagging assay interference; Potency, µM (titrated, usually from 106 µM), inactives show top-dose fluorescence change, negative = quenching; TRb/SRC2 Texas Red total fluorescence interference; AID 1479; actives 0.29% (n = 280,000); active means well fitted curve in either direction with a large enough effect; inconclusive means small, poorly fitted or top-dose-only effect
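Human TRβ ligand-binding domain (0.6 uM) and Texas Red SRC2 peptide (20 nM) in Tris buffer with 1 uM T3 and 5% DMSO were incubated with pinned compound for 5 hr at ambient temperature. Total fluorescence was computed as S + 2P (555/632 nm).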
TRb-SRC2 inh = TRbeta-SRC2 interaction inhibition; P10828; TRbeta-SRC2 peptide binding, fluorescence polarization; receptor liganded with 1 µM T3; Potency, µM (titrated, usually from 106 µM), without a hit: at the highest dose activity change, negative = inhibition, usual class: inhibitors; actives 0.065% (n = 280,000); AID 1469;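 further: plate controls were bound peptide for no effect and peptide without receptor for full effect; nearly all actives have a fitted effect of over 50% in size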
Target sequence (P10828 whole entry, looked up): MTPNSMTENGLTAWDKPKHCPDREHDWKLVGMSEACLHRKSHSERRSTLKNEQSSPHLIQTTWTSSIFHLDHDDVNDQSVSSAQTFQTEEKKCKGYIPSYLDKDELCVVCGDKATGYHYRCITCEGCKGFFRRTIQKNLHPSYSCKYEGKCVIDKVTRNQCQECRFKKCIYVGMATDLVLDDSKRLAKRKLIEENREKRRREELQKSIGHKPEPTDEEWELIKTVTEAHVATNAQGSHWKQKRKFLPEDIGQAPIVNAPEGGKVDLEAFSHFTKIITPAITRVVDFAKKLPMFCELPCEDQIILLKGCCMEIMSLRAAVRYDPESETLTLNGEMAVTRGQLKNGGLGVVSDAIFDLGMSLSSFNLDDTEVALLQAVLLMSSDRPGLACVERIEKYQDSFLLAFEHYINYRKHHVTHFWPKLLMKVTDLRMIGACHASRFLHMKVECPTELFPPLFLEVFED
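Human TRb LBD (0.6 uM) plus Texas Red-labeled SRC2 peptide (20 nM), 1uM T3, 5% DMSO, 5 hr at ambient temperature. Decreased polarization (555/632 nm) flags inhibition; data normalized to free and bound peptide controls.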
L3MBTL1 inh = inhibitors of human L3MBTL1; AlphaScreen L3MBTL1–H3K9me1 peptide binding; Potency, µM (highest dose often 57.1 µM), without a hit: top-dose activity, negative = inhibition, most hits filed as inhibitors; actives 0.66% (n = 230,000); further: nearly all actives have a fitted effect of over 60% in size
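AlphaScreen proximity signal between nickel-chelate acceptor and streptavidin donor beads (final 10 ug/mL) reports binding of 50 nM L3MBTL1 to 75 nM biotin-H3 K9me1 peptide; complex incubated with compounds 30 min at room temperature; cefsulodin titration as control.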
Tau fibril FP = blocks human tau fibril formation measured by polarization | Potency, µM (highest dose often 57.7 µM), for the others: top-dose activity, negative = inhibition, usual class: inhibitors | K18 P301L tau heparin fibrillization, Alexa594 FP, 6 h | P10636 | AID 1468 | actives 0.39% (n = 280,000); further: nearly all actives have a fitted effect of over 55% in size
Target sequence (P10636 561-689 P618L limits assumed): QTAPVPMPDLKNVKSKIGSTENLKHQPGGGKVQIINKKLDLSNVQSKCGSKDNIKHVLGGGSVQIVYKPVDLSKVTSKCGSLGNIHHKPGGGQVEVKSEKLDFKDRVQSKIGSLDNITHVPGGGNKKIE
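Human tau K18 […] P301L fragment, 15 uM unlabeled plus 0.24 uM Alexa 594-labeled tau (final), with compound and 20 uM heparin in 100 mM sodium acetate pH 7; 6 hr at 37 C, then Alexa 594 FP read.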
GoLoco inh red = blocks human Gai1 binding to RGS12 GoLoco peptide, red readout; P63096; Gai1:RGS12 GoLoco peptide FP, rhodamine, 10 min; Potency, µM (highest dose often 61.6 µM), inactives show at the top dose activity, negative = inhibition, hits mostly inhibitors; actives 0.44% (n = 230,000); active means well fitted inhibition curve with a large enough effect, not every such curve was filed as active; inactive means no such curve, though single readings can be large or run the other way; further: nearly all actives have a fitted effect of over 30% in size; many of its hits are not listed in these tables
Target sequence (P63096 whole entry, looked up): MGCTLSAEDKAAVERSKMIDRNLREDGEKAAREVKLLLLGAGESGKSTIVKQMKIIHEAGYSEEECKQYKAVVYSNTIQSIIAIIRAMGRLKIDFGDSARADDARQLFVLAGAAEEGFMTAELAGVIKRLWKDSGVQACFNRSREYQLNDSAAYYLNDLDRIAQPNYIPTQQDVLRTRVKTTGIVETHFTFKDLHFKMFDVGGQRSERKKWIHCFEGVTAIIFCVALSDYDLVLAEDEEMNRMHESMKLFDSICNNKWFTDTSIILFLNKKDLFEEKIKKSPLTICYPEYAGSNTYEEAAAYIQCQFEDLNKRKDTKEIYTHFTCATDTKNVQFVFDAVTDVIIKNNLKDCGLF
KDM4E inh = JMJD2E (human) inhibition; actives 1.6% (n = 230,000); Potency, µM (titrated, usually from 57.1 µM), for the others: top-dose activity change, negative = inhibition, usual class: inhibitors; JMJD2E catalytic domain, FDH-coupled NADH fluorescence (FDH is formaldehyde dehydrogenase); AID 2147; active means well fitted inhibition curve with a large enough effect, not every such curve was filed as active; inconclusive means small, poorly fitted or top-dose-only effect, or another doubt; inactive means no such curve, though single readings can be large or run the other way;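 further: 0% = wells with enzyme and -100% = buffer wells without enzyme; nearly all actives have a fitted effect of over 50% in size; many of its hits are not listed in these tables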
Tau fibril ThT = inhibitors of human tau fibril formation, thioflavin T binding | recombinant tau K18 P301L (four-repeat tau fragment), heparin-induced fibrillization, ThT fluorescence | Potency, µM (titrated, usually from 57.4 µM), without a hit: top-dose activity, negative = inhibition, hits mostly inhibitors | actives 2.1% (n = 270,000); further: nearly all actives have a fitted effect of over 55% in size
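In this qHTS, human K18 P301L tau is incubated with compound and heparin for 6 hr at 37 C, and Thioflavin T fluorescence then reports fibril load.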
Numbers without * were called inactive; i = inactive; ? = inconclusive; / = not tested or not shown; & = joins results of further samples; ! = not active in a repeat; [ ] = another dose, or the depositor's remark. Unless noted, the call rests on the fitted dose curve; in most records, active means well fitted curve in the direction sought with a large enough effect; inconclusive means small, poorly fitted or top-dose-only effect, or another doubt; inactive means no such curve, though single readings can be large; an effect the other way counts as inactive or inconclusive. Unless noted, on the % scale 0 is the no-effect control and ±100 the full control effect; potency means the concentration at half of the fitted maximal effect.

SMILES,RECQ1 helicase,TexasRed fluor,TRb-SRC2 inh,L3MBTL1 inh,Tau fibril FP,GoLoco inh red,KDM4E inh,Tau fibril ThT
COC(=O)c1cc2ccsc2n1CC(=O)Nc1ccc(N(C)C)cc1,i,-6%,6%,-11%,3%,-10%,-8%,-10%
O=C(Oc1ccc2c(=O)c(Oc3ccc4ccccc4c3)coc2c1)c1cncc(Br)c1,i,-4%,-2%,2%,3%,-4%,11µM*,-12%
COc1ccc(C(=O)CSc2nc3cccnc3n2C)cc1,4%,6%,-15%,2%,-1%,6%,4%,-12%
COCCNc1nnc(SC(C)C(=O)Nc2ccc(-c3nc4ccc(C)cc4s3)cc2)s1 (centres undefined),-10%,-1%,2%,-3%,-15%,/,?,?
O=C(NCc1ccc(Cl)cc1)C(=O)NCC1OCCN1S(=O)(=O)c1ccc2c(c1)OCCO2 (centres undefined),-4%,0%,-2%,-3%,2%,-1%,-9%,8%
O=C(COC(=O)Cc1ccsc1)NC1CCCCCC1,-5%,-1%,-3%,6%,3%,0%,3%,-7%
CC(C)C[C@@H]1NC(=O)[C@H](C(C)C)NC(=O)c2cc([N+](=O)[O-])cc(I)c2NCC[C@@H](C(N)=O)NC1=O,-5%,-3%,6%,-4%,-1%,4%,2%,?
O=S(=O)(c1ccc(N2CCN(S(=O)(=O)c3ccc4c(c3)OCCO4)CC2)nc1)N1CCCC1,-6%,1%,9%,1%,-9%,/,?,-5%
Cc1ccc(-c2ccc(SCC(=O)N3CCN(c4ccccc4)CC3)nn2)cc1,2%,7%,3%,6%,0%,-2%,-2%,-12%
CCCCC[C@H](O)/C=C/C1=C(CCCCCCC(=O)O)C(=O)CC1,10µM*!,0%&0%&0%,-1%&4%&0%,?,5%&1%&-4%,6%&4%&6%,-8%&3%,-17%&-3%&-2%
C=CCn1c(SCc2ccc(Cl)cc2)nc2c1c(=O)[nH]c(=O)n2C,i,-2%,-6%,1%,0%,5%,4%,-9%
Cc1ccnc(NC(=S)NC(=O)/C=C/c2ccco2)c1,?,-7%,-11%,/,0%,43%[activator],?,?
CO[C@@H]1C[C@H](O[C@H]2[C@@H](C)[C@H](O[C@@H]3O[C@@H](C)C[C@@H](N(C)C)[C@@H]3OC(C)=O)[C@H](C)C[C@]3(CO3)C(=O)[C@H](C)[C@H](OC(C)=O)[C@H](C)[C@H](C)OC(=O)[C@@H]2C)O[C@H](C)[C@@H]1OC(C)=O,-12%[25.9 µM],-2%[53 µM],8%[53 µM],/,/,9%[21.6 µM],-4%[25.5 µM],/
Cc1nc2c(-c3ccc(F)cc3)cnn2c2c1CCC2,-6%,-6%,-4%,3%,3%,22%,?,-8%
O=C(c1ccco1)N1CCN(C(=O)c2cnn3c(C(F)(F)F)cc(-c4cccs4)nc23)CC1,-2%,-3%,-5%,/,-7%,2%,?,-9%
O=C(CNc1ccccc1)c1ccc([N+](=O)[O-])cc1,-9%,0%,4%,-3%,?,-12%,-8%,14µM*
O=C(CCNS(=O)(=O)c1cccc2nonc12)N1CCN(c2cccc(Cl)c2)CC1,-3%,2%,7%,/,7%,50%[activator],-3%,?
O=C(CCN1C(=O)c2ccccc2C1=O)NC1=NCCS1,-6%,2%,-3%,7%,10%,1%,-3%,1%
COc1cc2c(cc1OC)CN(C(=O)c1ccc(Br)o1)CC2,-9%,-1%,3%,-5%,2%,1%,?,?
COc1ccccc1CNc1n[nH]c(NCc2ccccc2OC)n1,0%,-3%,0%,/,14%,6%,12%,-9%
CCOC(=O)C1CCCN(C(=O)C2CCCN(S(C)(=O)=O)C2)C1 (centres undefined),-11%,3%,-16%,2%,-8%,-3%,1%,6%
COC(=O)c1sccc1NC(=O)/C=C\c1ccc(Cl)cc1Cl,-1%,-1%,2%,/,-3%,-23%,-3%,4%
OCC1CCCC(n2cnc3c(=S)nc[nH]c32)O1 (centres undefined),-8%,0%,2%,8%,0%,-18%,-15%,-2%
CCCCn1c(N)c(Br)c(=O)[nH]c1=O,i,1%,6%,/,-18%,7%,4%,?
CCC(NC(=O)c1ccccc1NC(=O)c1ccco1)C(=O)NNC(=O)c1ccc(OC)cc1 (centres undefined),i,-2%,-1%,5%,-4%,1%,?,-5%
Cc1c(CCOC(=O)c2ccc(N3CCOCC3)c([N+](=O)[O-])c2)sc[n+]1CC#N,?,-1%,1%,/,?,2%,3%,/
CSc1cccc(NC(=O)c2cnn3ccccc23)c1,-8%,-1%,-1%,1%,-3%,11%,-3%,-13%
C/C(=N\NC(=O)COc1ccc([N+](=O)[O-])cc1)C(C)(C)C,-3%,-3%,-3%,-6%,-7%,4%,15%,?
O=C(NCC1CCCO1)c1cccc(-n2cnnn2)c1 (centres undefined),0%,1%,8%,/,-4%,4%,-8%,-8%
Cc1ccc(OCCSc2nc3ncnc(N)c3[nH]2)cc1,-4%,-1%,-1%,12%,1%,5%,2%,-5%

Two entries from above, reformatted:
Every second line gives: RECQ1 helicase, TexasRed fluor, TRb-SRC2 inh, L3MBTL1 inh, Tau fibril FP, GoLoco inh red, KDM4E inh, Tau fibril ThT
O=C(NCc1ccc(Cl)cc1)C(=O)NCC1OCCN1S(=O)(=O)c1ccc2c(c1)OCCO2 (centres undefined)
    -4%, 0%, -2%, -3%, 2%, -1%, -9%, 8%
O=C(COC(=O)Cc1ccsc1)NC1CCCCCC1
    -5%, -1%, -3%, 6%, 3%, 0%, 3%, -7%

New compounds follow:
SMILES,RECQ1 helicase,TexasRed fluor,TRb-SRC2 inh,L3MBTL1 inh,Tau fibril FP,GoLoco inh red,KDM4E inh,Tau fibril ThT
COc1ccc(Sc2nnc(-c3ccccc3)cc2C#N)cc1,i,1%,-23%,/,?,-21%,5%,-4%
CC1CCc2c(sc(NC(=O)COC(=O)C3CCCO3)c2C#N)C1 (centres undefined),-15%,-1%,2%,/,4%,2%,-1%,-9%
O=C(OCC#CCSc1nnc(-c2ccc(Br)cc2)o1)c1cccs1,-3%,5%,-3%,48%[activator],-4%,22%,-16%,?
O=C(O)c1ccc(/C=N/NC(=S)NCc2ccccc2)cc1,-5%,0%,-6%,-13%,7%,-7%,1%,-1%
O=P(O)(CCCP(=O)(O)CCc1ccccc1)CCc1ccccc1,-1%,5%,6%,9%,7%,-6%,-3%,0%
CCOc1ccc(C2/C(=C(\O)c3cccc(OC)c3)C(=O)C(=O)N2c2cc(C)on2)cc1OC (centres undefined),-6%,0%,7%,/,4%,5%,-11%,0%
COC(=O)c1[nH]c2ccc(C)cc2c1NC(=O)CN1CCCC(C)(C)C1,-1%,2%,-12%,-5%,?,2%,?,-12%
Cc1ccc(/C=C/C(=O)N2CCN(S(=O)(=O)c3c(C)c(C)cc(C)c3C)CC2)o1,-6%,5%,4%,-16%,-6%,-2%,-18%,?
COc1ccc(Cn2c(-c3ccc(C)cc3)c[n+]3ccccc23)cc1,-2%,-25%,2%,7%,1%,1%,-3%,-6%
Cc1c(Br)c([N+](=O)[O-])nn1CC(=O)N1CCCc2ccccc21,i,-3%,1%,/,-9%,-3%,-1%,2%
COc1ccccc1CNC(=O)c1ccc(CS(=O)(=O)c2ccccc2OC)o1,-5%,-2%,-12%,1%,-5%,3%,-2%,-3%
N#CC1=C(N)Oc2n[nH]c(-c3ccc(F)cc3)c2C1c1cccc(OC(=O)N2CCOCC2)c1 (centres undefined),i,3%,6%,/,-10%,10%,-11%,?
CCOC(=O)c1c(NC(=O)CN2C(=O)NC(C)(c3ccc(OC(F)F)cc3)C2=O)sc(C)c1C (centres undefined),-13%,-10%,3%,4%,-4%,2%,?,-11%
Cn1cc(S(=O)(=O)N2CCCC2)cc1C(=O)Nc1ccc(F)cc1F,/,-18%,-8%,/,4%,/,/,15%
O=C(COc1cc(F)ccc1[N+](=O)[O-])Nc1ccc(N2CCOCC2)cc1,-8%,-8%,6%,/,-3%,-1%,-3%,-20%
CCOC(=O)C(C)n1cnc2c(oc3ccccc32)c1=O (centres undefined),-5%,0%,-3%,-1%,1%,7%,3%,-5%
CCC(C(=O)Nc1cc(Cl)c(OC)cc1OC)c1ccccc1 (centres undefined),i,1%,4%,7%,1%,6%,-8%,-9%
COc1cccc(C(O)Cc2nc3ccccc3n2C)c1OC (centres undefined),-8%,0%,-2%,12%,-10%,-8%,1%,-11%
Cc1ccc(NC(=O)CCc2nc3cccnc3n2-c2ccccc2)cc1,/,-1%,-8%,/,?,/,/,-9%
Cc1c(NC(=O)CSc2nc3c(cnn3-c3ccccc3)c(=O)[nH]2)c(=O)n(-c2ccccc2)n1C,6%,1%,-5%,8%,-7%,-1%,-4%,-9%
Cc1ncc(N=Nc2ccccc2Cl)c(-c2ccccc2)n1,-4%,-5%,-5%,?,14%,2%,-5%,?
Cc1c(C(=O)O)oc2ccc(S(=O)(=O)NCc3ccc(F)cc3)cc12,1%,-2%,-2%,9%,0%,0%,-4%,-10%
Cc1ccc(CNC(=O)CO/N=C/c2ccc(C(C)(C)C)cc2)cc1,3%,0%,2%,0%,13%,-1%,-7%,-6%
Cc1ccc(N(C(C)C(=O)N2CCOCC2)S(C)(=O)=O)cc1C (centres undefined),i,-3%,4%,2%,-5%,12%,2%,-3%
COC(=O)C1(Cc2ccccc2)C=C2C(=C(C(C)C)C(=O)C2C)CN1 (centres undefined),-2%,1%,10%,/,-4%,-6%,-6%,?
COc1ccc2c(c1)CCCC21SC(NC(C)=O)=NN1C(C)=O (centres undefined),-6%,-2%,3%,4%,2%,-4%,2%,0%
Cc1noc(C)c1COC(=O)COc1ccc2c(C)cc(=O)oc2c1,-10%,0%,-15%,-2%,-2%,4%,?,-7%

Single values from the list:
Cc1nc2c(-c3ccc(F)cc3)cnn2c2c1CCC2 @ Tau fibril FP = 3%
COc1ccc(Sc2nnc(-c3ccccc3)cc2C#N)cc1 @ GoLoco inh red = -21%
COC(=O)c1cc2ccsc2n1CC(=O)Nc1ccc(N(C)C)cc1 @ TexasRed fluor = -6%

This is a subset; count on the stated rates, not on these rows.
